FXIa inh 1536 = human FXIa protease inhibitors, primary screen, biochemical, 1536-well. Coagulation factor XI (Homo sapiens), P03951. purified FXIa, Boc-Glu-Ala-Arg-AMC fluorogenic substrate. inhibition, % at 5 µM. 0.14% of 220,000 active;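 active means inhibition of at least 40%; inactive means inhibition below 40%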;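 further: fluorescence of freed AMC excited at 355 nm; 0% = enzyme without compound and 100% = no enzyme blank; many of its hits are not listed in these tables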
TNF death inh = inhibitors of TNF-alpha triggered necroptosis, primary screen, cell-based, Jurkat FADD-/-, single concentration; Jurkat FADD-/- TNF necroptosis rescue, ATP luminescence, 24 h; 0 = TNF only, 100 = no-TNF cells; activation (protection from cell death), % at 10 µM; 0.068% of 220,000 active;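 active means activation, meaning protection from cell death, of at least 50% relative to plate controls; inactive means activation below 50%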;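 further: necroptosis triggered by 40 ng/mL TNF-alpha added together with compound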
TbHK1 inh = Trypanosoma brucei hexokinase 1 inhibitors, primary screen, biochemical, G6PDH-coupled NADH absorbance, MLSCN library; hexokinase 1 [Trypanosoma brucei]; 0.11% of 220,000 active; inhibition, % at 10 µM; recombinant TbHK1, G6PDH-coupled NADH A340;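 active means inhibition of 50% or more in the single-dose primary screen; inactive means inhibition below 50%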
Wee1 degr inh = Wee1 degradation inhibitors, primary screen, cell-based, HeLa, Wee1K328M-luciferase, luminescence | 1.2% of 220,000 active | Wee1-like protein kinase (Homo sapiens), P30291 | AID 1321, 2008 | HeLa Luc-Wee1K328M stability; 100% = proteasome inhibitor MG132 effect | reporter increase, % at 5 µM;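 active means activation above the mean of all tested compounds plus 3 SD, set per screening run, cut at about 8.8% in these data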;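 further: cells exposed to compound for 20 h before luminescence read; 0% = DMSO alone and 100% = MG132 at 30 µM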
Target sequence (P30291 whole entry K328M): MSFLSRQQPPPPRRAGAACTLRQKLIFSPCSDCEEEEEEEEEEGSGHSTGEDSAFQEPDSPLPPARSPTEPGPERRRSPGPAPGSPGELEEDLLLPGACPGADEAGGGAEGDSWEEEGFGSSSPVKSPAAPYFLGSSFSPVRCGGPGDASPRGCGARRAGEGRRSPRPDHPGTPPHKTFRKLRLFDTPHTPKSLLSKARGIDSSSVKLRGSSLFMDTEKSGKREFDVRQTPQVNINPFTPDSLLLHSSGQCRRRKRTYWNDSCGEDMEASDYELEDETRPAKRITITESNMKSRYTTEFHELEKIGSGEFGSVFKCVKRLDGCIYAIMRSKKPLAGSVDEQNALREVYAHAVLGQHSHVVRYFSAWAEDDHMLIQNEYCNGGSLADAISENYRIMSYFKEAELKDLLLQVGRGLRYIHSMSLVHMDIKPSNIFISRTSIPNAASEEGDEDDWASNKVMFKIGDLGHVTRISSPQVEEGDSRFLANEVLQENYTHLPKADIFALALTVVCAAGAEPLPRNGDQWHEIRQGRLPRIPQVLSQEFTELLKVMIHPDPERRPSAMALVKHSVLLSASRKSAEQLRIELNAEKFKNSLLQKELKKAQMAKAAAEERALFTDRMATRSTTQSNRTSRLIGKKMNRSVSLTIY
EP2 antag = human EP2 receptor antagonists, primary screen, TR-FRET cAMP, C6 glioma cells; C6 glioma cells expressing human EP2; cells stimulated with saturating PGE2; inhibition, % at 25 µM; 0.52% of 260,000 active; AID 1422, 2008;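 active means percent inhibition above 40 after rounding to a whole number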;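 further: rat C6 glioma host cells with rolipram phosphodiesterase inhibitor present; the protocol text gives 20 µM as final concentration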
Target sequence (P43116 whole entry, looked up): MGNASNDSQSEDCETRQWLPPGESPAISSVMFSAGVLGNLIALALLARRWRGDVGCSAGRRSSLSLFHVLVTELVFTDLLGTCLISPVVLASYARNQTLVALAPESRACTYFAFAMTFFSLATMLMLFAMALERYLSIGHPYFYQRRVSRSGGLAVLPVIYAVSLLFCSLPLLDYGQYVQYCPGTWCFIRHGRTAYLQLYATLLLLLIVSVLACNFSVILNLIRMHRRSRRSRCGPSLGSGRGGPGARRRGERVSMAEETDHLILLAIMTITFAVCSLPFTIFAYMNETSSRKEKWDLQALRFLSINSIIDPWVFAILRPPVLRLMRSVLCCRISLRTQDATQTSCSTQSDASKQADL
FXIIa inh 1536 = human FXIIa protease inhibitors, primary screen, biochemical, 1536-well; 0.3% of 220,000 active; Coagulation factor XII (Homo sapiens), P00748; inhibition, % at 5 µM; purified FXIIa, Boc-QGR-AMC fluorogenic substrate, 2 h; AID 800, 2007; in the data active means inhibition above about 40%;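 further: 0% = enzyme with no compound and 100% = blank without enzyme; many of its hits are not listed in these tables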
CHOP inhibitor = inhibitors of CHOP promoter induction, primary screen, cell-based, unfolded protein response, luciferase reporter | CHO-K1 CHOP-promoter luciferase, tunicamycin-induced, 15-18 h | inhibition, % at 10 µM | 3.8% of 220,000 active;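 active means compounds that reduced the stress-induced luciferase reporter signal by more than about 70% of percent inhibition, limit read from the data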;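 further: 0% = tunicamycin plus vehicle and 100% = wells without tunicamycin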
L929 necroptosis = inhibitors of zVAD-triggered necroptosis, primary screen, L929 cells; L929 zVAD necroptosis rescue, ATP luminescence, 24 h; with zVAD 60 µM; 0.38% of 220,000 active; AID 1377, 2008; viability rescue, % at 10 µM;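 active means activation, scaled between plate controls, above about 75%, limit read from the data; inactive means activation under that limit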;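 further: 0% = zVAD with DMSO and 100% = DMSO alone without zVAD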
PPC-1+TRAIL kill = compounds killing PPC-1 cancer cells with TRAIL present, primary screen, TRAIL potentiator project, ATPLite luminescence, uHTS. cell killing (% activity), % at 4 µM. PPC-1 cells + TRAIL, ATPLite viability luminescence. 0.41% of 220,000 active;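 active means cell killing above 50% in the first pass at 4 µM, then a duplicate retest at 5 µM averaging 50% or more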;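 further: plate controls were cells with TRAIL plus DMSO for no effect and medium-only wells lacking cells for full effect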
The depositor's hits bear a star; . = no result given; & = joins results of further samples; [ ] = dose if it differs, or a comment. Some of the compounds tested, so the mix of outcomes need not match the whole.

SMILES	FXIa inh 1536	TNF death inh	TbHK1 inh	Wee1 degr inh	EP2 antag	FXIIa inh 1536	CHOP inhibitor	L929 necroptosis	PPC-1+TRAIL kill
CC(C)Sc1n[nH]c2nc3c(c(=O)n12)C1(CCCC1)Cc1ccccc1-3	3	-2.0	2	4	13	9	38	0.8	11
CCCc1c(C(=O)Nc2ccc(F)cc2)cnn1-c1ccccc1	-2	6.9	-10	3	4	-1	15	5.9	4
CCOC(=O)CSc1nc2ccc(C)cc2[nH]1	0	1.2	5	2	11	7	22	-0.6	14
CCN(CC)S(=O)(=O)c1ccc(/C=C/C(=O)OCC#N)cc1	-1	1.6	-1	-2	5	3	-36	2.4	-9
C/C(CCc1oc2ccccc2c1-c1ccc(C)o1)=N/O	3	-1.9	-1	-1	4	3	41	1.2	17
Cn1c(-c2ccccc2)c[n+]2c1CCCCC2	-5	1.4	-2	-2	10	1	8	0.3	13
O=C(Nc1cccc(NC(=O)c2ccccc2[N+](=O)[O-])n1)c1ccccc1[N+](=O)[O-]	0	-4.5	0	2	14	12	14	0.0	20
Cc1noc(C)c1S(=O)(=O)NC1CCN(Cc2ccccc2)CC1	-6	2.2	5	.	10	6	-43	0.2	5
Cc1ccc(C(=C2C3C=CC2C2C(=O)NC(=O)C32)c2ccc(C)cc2)cc1 (stereo not given)	-1	1.2	2	2	9	15	108*	0.3	7
C=CCn1c(Cc2cccs2)nnc1SCC(=O)c1cccc(Br)c1	15	3.1	25	-1	18	27	27	0.3	1
Cc1ccc(-n2c(O)c(/C=N/NC(=O)C3COc4ccccc4O3)c3ccccc3c2=O)cc1 (stereo not given)	6	0.8	25	1	13	-1	35	1.1	17
O=C(CN1CCC(Cc2ccccc2)CC1)N1CCc2ccccc2C1	0	-0.1	6	1	4	6	24	0.2	5
O=C(COC(=O)c1ccccn1)Nc1ccccc1OC(F)F	-2	-0.6	-6	-2	3	8	12	2.0	13
CCC(C)(C(=O)NC1CCCCC1)N(Cc1cccs1)C(=O)c1ccccn1 (stereo not given)	-4	0.9	-3	0	16	4	-15	0.6	18
Cc1nn(CC(=O)NC(C)c2ccccc2)c(=O)c2ccccc12 (stereo not given)	7	0.9	1	0	5	22	32	-1.3	29
CCC(C)NC(=O)C1CCN(S(=O)(=O)c2ccc(Br)s2)CC1 (stereo not given)	10	1.4	-3	1	10	17	-15	.	3
NNC(=O)c1cn2ccccc2n1	-5	-2.1	-4	-2	14	-8	-6	0.2	28
COc1ccc(OC)c(NC(=O)CC2SC(=NCc3ccccc3)NC2=O)c1 (stereo not given)	7	0.5	5	3	-1	3	23	2.0	-17
Cc1cc(NC(=O)c2ccc(C)c([N+](=O)[O-])c2)no1	-5	0.3	-10	1	-1	-2	-20	0.2	9
COc1cccc(CNC(=O)CSc2cc(=O)n(C)c3ccccc23)c1	0	1.2	-1	-3	4	7	1	3.7	4
O=c1cc(NCc2ccccc2)c2ccccc2o1	-2	-0.5	-1	-1	13	15	21	0.8	12
Cc1sc2ncn(CC(=O)OCC(=O)NC(C)(C)C)c(=O)c2c1C	2	-2.5	-5	-1	10	7	9	-0.2	-1
COc1cc2c(cc1NC(=S)Nc1cccc(C(F)(F)F)c1)oc1ccccc12	11	-3.6	-20	0	4	18	71*	0.9	4
CN(C)/C=N/c1nc2nccc(-c3ccccn3)n2n1	1	-0.3	-18	-1	8	11	36	1.6	4
CCS(=O)(=O)NCC(c1cccnc1)N1CCN(c2ccccc2F)CC1 (stereo not given)	5	1.6	3	1	2	2	3	1.4	3
CC(C)CNCC1OCc2ccccc2CO1	3	2.9	-6	2	8	8	-13	-0.5	-7
COC(=O)c1ccc(Oc2coc3cc(OCc4ccc([N+](=O)[O-])cc4)ccc3c2=O)cc1	-8	2.4	26	-1	7	-1	3	1.3	8
O=C(Nc1ccc2c(c1)CCC2)c1cnc(Cl)c(Cl)c1	-5	0.2	-1	-2	2	6	50	0.9	8
Cc1ccc(/C=N/NC(=O)Cn2nnc(N)n2)cc1	0	0.1	-8	6	4	11	-7	0.3	27
COc1ccc(Nc2nc(C)cc(=O)[nH]2)c(OC)c1	5	-0.9	-6	-1	9&5	18	19	-0.2	6
CCN(CC)N=Nc1ccc(C(=O)O)cc1	7	1.4	11	-2	5	15	3	1.0	-14
O=C(Nc1cccc(F)c1)c1cccc(S(=O)(=O)N2CCOCC2)c1	-5	-1.4	-5	0	6	-6	24	0.6	15
Cc1c(/C=N\NC(=O)c2c[nH]c3ccccc23)cnn1C	0	-1.0	-8	-2	5	.	-6	1.3	13
CCC(C)[C@H]1CNC(=S)N1CCc1cc(C(F)(F)F)cc(C(F)(F)F)c1 (stereo not given in full)	-1	-3.4	1	0	4	12	19	-0.3	16
CS(=O)(=O)N1CCC(C(=O)NCC2CCCO2)CC1 (stereo not given)	-3	0.0	0	-2	9	13	2	-0.3	-20
O=C(Cc1ncn[nH]1)NCCc1ccccc1	-1	0.6	-2	0	10	8	-35	0.3	-7
O=C(CSc1nnc(CNc2ccc(F)cc2)o1)N1CCCc2ccccc21	3	3.4	0	-3	11&18	9	13	1.7	0
Cc1ccc2cccc(NC3OC(=O)c4ccccc43)c2n1 (stereo not given)	23	0.6	-3	-2	0	23	1	0.6	30
CCN(CC)CCCn1c(C)cc2c(c1=O)C(c1ccc(OC)c(OC)c1OC)C(C#N)=C(N)O2 (stereo not given)	2	1.5	1	2	14	13	-23	0.8	.
O=C(NCc1ccncc1)C1CCCN(S(=O)(=O)Cc2ccccc2)C1 (stereo not given)	12	1.0	8	-1	10	38	20	-0.2	32
CCN1CCN(CC(=O)Nc2c(C(=O)OC)[nH]c3cccc(Cl)c23)CC1	-3	-1.1	-16	-3	0	20	4	-0.1	-1
Cn1c(=O)n(C)c2cc([N+](=O)[O-])c(N3CCN(C(=O)c4ccccc4)CC3)cc21	-1	-3.8	-10	0	26	7	14	0.2	5
Cc1ccccc1OCC(=O)N/N=C/c1cc2ccccc2nc1Cl	7	-11	-7	-2	26	11	32	0.3	28
CCCn1c(=O)c(C(=O)Nc2ncccc2C)c(O)c2ccccc21	-2	0.0	-21	-2	9	1	19	-2.8	23
COC(=O)C1CCN(C(=O)COC(=O)Cc2c[nH]c3ccccc23)CC1	2	-0.1	1	2	17	9	-10	0.2	6
Cc1cc(C)cc(-n2ccnc2SCC(=O)Nc2ccc3c(c2)OCCO3)c1	8	-0.4	1	-3	10	16	84*	0.0	-14
O=C1c2ccc3c4c(ccc(c24)C(=O)N1Cc1cccnc1)C(=O)N(Cc1cccnc1)C3=O	9	0.5	0	-1	33	11	3	-0.4	6
CCCCn1c(SCC(=O)c2cc(OC)ccc2OC)nc2cc(S(N)(=O)=O)ccc21	-17	1.1	4	-2	8	3	36	0.5	8
CSc1ccccc1NC(=O)CN(Cc1ccccc1)S(C)(=O)=O	1	-1.8	1	5	11	6	42	-0.3	26
CC(=O)c1ccc(NC(=O)C2CC(=O)N(Cc3ccccc3)C2)cc1 (stereo not given)	4	0.3	2	0	2	6	14	0.0	-14
O=C(c1ccc(Cl)c(S(=O)(=O)Nc2ccccc2C(=O)N2CCc3ccccc3C2)c1)N1CCc2ccccc2C1	1	0.7	40	6	7	0	38	-0.1	23
O=S(=O)(Nc1ccc(S(=O)(=O)Nc2ccccc2)cc1)c1ccccc1	6	0.0	1	9.2*	9	17	-7	0.6	-4
CCOC(=O)c1cnc2nc(NCc3ccc(OC)c(OC)c3)[nH]n2c1=O	-2	-2.0	-2	2	5	8	7	0.1	23
CCc1c(C)n2nc(C)cc2[nH]c1=O	6	-2.3	5	-2	5	10	10	-0.1	14[5 µM]
O=C(CSc1ncn[nH]1)Nc1nc(-c2ccccc2)cs1	-7	2.2	4	0	6	7	34	0.1	1[5 µM]
CCSc1nnc(-c2ccccc2SC)o1	-3	2.7	1	2	25	3	-18	1.0	9
COc1ccc(/C=C/CN2CCN(Cc3ccccc3)C(CCO)C2)cc1 (stereo not given)	1	0.5	3	4	5	7	33	-0.8	16
Cc1ccc2c(c1)-c1c(cnn1CC(=O)N(CCC#N)c1ccccc1)CO2	5	0.0	-6	-1	4	15	23	0.2	10
CCOC(=O)C1(Cc2ccc(Cl)cc2)CCN(Cc2nccn2CC)CC1	-13	-0.2	0	2	9	3	8	-1.4	32
Cc1onc(C(=O)N2CCN(c3ccccc3F)CC2)c1-c1ccccc1Cl	-13	1.8	-4	-1	6	0	8	-1.0	14
Further compounds follow.
SMILES	FXIa inh 1536	TNF death inh	TbHK1 inh	Wee1 degr inh	EP2 antag	FXIIa inh 1536	CHOP inhibitor	L929 necroptosis	PPC-1+TRAIL kill
Cc1ccc(S(=O)(=O)NCC(=O)Nc2cccc([N+](=O)[O-])c2)cc1	-1	0.0	-3	-1	13	9	15	1.4	21
CSc1nnc(NC(=O)c2ccc(C)c(S(=O)(=O)N3CCOCC3)c2)s1	-2	-1.1	-22	-1	8	5	15	-0.3	12
Cn1ncc(Cl)c(Oc2ccc(Cl)cc2)c1=O	10	10	7	-2	12	16	-28	-0.8	8
Cc1ccc(C2=NN(S(=O)(=O)c3ccccc3)C(c3ccccc3O)C2)cc1 (stereo not given)	33	0.9	5	0	13	103*	106*	-1.1	-14
Cc1ccc(C)c(N2CCN(C(c3ccc(N(C)C)cc3)c3nnnn3C(C)(C)C)CC2)c1 (stereo not given)	12	-0.9	-4	4	7	19	18	0.4	21
COCC(=O)NCCc1ccc(S(N)(=O)=O)cc1	-7	0.5	-1	-1	3	3	-13	-0.4	-3
CCOC(=O)c1ccc(NC(=O)CCc2nc(-c3ccccc3)no2)cc1	-13	2.3	-5	1	12	5	79*	1.6	14
CN(C)CC(C)(C)CNS(=O)(=O)c1cccc2nsnc12	-7	0.4	-6	2	6	4	10	.	13
CCOC(=O)c1sc(N(Cc2ccccc2)C(=O)CN2C(=O)CN(C)C2=O)nc1C	-10	1.5	-15	-1	12	3	21	1.4	2
CCCC(C)NC(=O)COC(=O)c1ccccc1SCC(=O)NC(C)CCC (stereo not given)	-12	2.6	-2	0	8	0	-16	1.4	23
O=C(Nc1nc(-c2ccc(Cl)cc2)cs1)NC1CCCCC1	4	-0.2	3	-2	6	5	28	0.7	13
CSc1nnc2c(n1)c(C)nn2-c1cccc(C)c1	23	-1.7	-2	-2	15	36	-8	0.1	4

Only TNF death inh, for some of the entries so far:
SMILES | TNF death inh
Cc1ccc(C2=NN(S(=O)(=O)c3ccccc3)C(c3ccccc3O)C2)cc1 (stereo not given) | 0.9
Cc1ccc(C)c(N2CCN(C(c3ccc(N(C)C)cc3)c3nnnn3C(C)(C)C)CC2)c1 (stereo not given) | -0.9
